Growth percent in the NCI-60 one-dose screen (48 h, 10 µM unless noted): 100 = growth as untreated, 0 = no growth, -100 = all killed.
SW-620: SW-620 colon cancer; hit rate 5.2% among 82,000; AID 1794795
SNB-75: SNB-75 CNS cancer | hit rate 5% among 79,000
HT29: HT29 colon cancer; hit rate 7.4% among 81,000
SNB-19: SNB-19 CNS cancer cells | hit rate 2.5% among 81,000 | AID 1794751
KM12: KM12 colon cancer cells; hit rate 5% among 82,000
HCT-116: HCT-116 colon cancer; hit rate 7.3% among 82,000; AID 1794798
HCC-2998: HCC-2998 colon cancer; AID 1794799; hit rate 4.7% among 79,000
SF-268: SF-268 CNS cancer cells | hit rate 3.1% among 82,000
HCT-15: HCT-15 colon cancer; hit rate 5.2% among 82,000; AID 1794746
Starred values were filed as active, the others as inactive; · = no result given; [ ] = another dose, or the depositor's remark. Rule for the calls: active = growth percent below 10; inactive = the rest.

SMILES | SW-620 | SNB-75 | HT29 | SNB-19 | KM12 | HCT-116 | HCC-2998 | SF-268 | HCT-15
CN(C)C(=O)c1ccccc1-n1cnc2ccccc2c1=O | 102 | · | 103 | 95 | 101 | 100 | 100 | 95 | 97
c1ccc(C2OCCO2)nc1 | 101 | 82 | 105 | 99 | 105 | 101 | 111 | 106 | 99
COc1ccc(N=Nc2c(N)nn3c(-c4cccs4)ccnc23)cc1 | 105 | 60 | 94 | 100 | 90 | 90 | 79 | 97 | 80
CC(C)Cc1ccc(CC(=O)O)cc1 | 114 | 116 | 104 | 106 | 111 | 111 | 113 | 111 | 107
c1ccc(CNc2ncnc3nc[nH]c23)cc1 | 106 | 112 | 102 | 104 | 99 | 108 | 94 | 104 | 110
COc1ccc2[nH]c(C(=O)OCc3ccc4c(Cl)cc(Cl)c(O)c4n3)cc2c1 | -68* | -32* | -80* | 53 | -31* | -92* | -40* | -73* | ·
CCCCCc1c(C)[nH]c(/C=C2\N=C(c3ccc[nH]3)C=C2Oc2ccc(Cl)cc2)c1C | -32*[100 µM] | -40*[100 µM] | 0.6*[100 µM] | -33*[100 µM] | -76*[100 µM] | -90*[100 µM] | -17*[100 µM] | -73*[100 µM] | -27*[100 µM]
C[n+]1ccc(C#N)c2ccccc21 | 91 | 86 | 65 | 109 | 100 | 80 | 114 | 92 | 88
Nc1ncnc2c1ncn2C1OC(CO)C2OC21 (stereo not drawn) | 99 | 106 | 101 | 118 | 109 | 108 | 105 | 104 | 108
O=C(OC1CCC2CCCC1C2=O)c1ccc([N+](=O)[O-])cc1 (stereo not drawn) | 102 | 98 | 100 | 100 | 104 | 104 | 118 | 103 | 103
OCCCCCOCc1ccccc1 | 104 | 92 | 108 | 104 | 101 | 97 | · | 108 | 96
CN(C)c1ccc(/C=N/NC(=O)c2cccc3ccccc23)c(Cl)c1 | 24 | 20 | 13 | 53 | 23 | 31 | 61 | 59 | 28
O=C(Nc1cnns1)Oc1ccccc1 | 104 | 95 | 101 | 127 | 104 | 100 | 109 | 100 | 96
O=C(NCCc1ccc(Cl)cc1)c1[nH]c2ccccc2c1Cl | 93 | 90 | 100 | 98 | 94 | 98 | 102 | 97 | 102
O=c1ccn(-c2ncnc3nc[nH]c23)cc1 | 96 | 81 | 109 | 98 | 92 | 96 | 106 | 95 | 102
CCC(=O)OCC1OC(n2cnc3c(=S)nc(N)[nH]c32)C(OC(=O)CC)C1OC(=O)CC (stereo not drawn) | 88 | 47 | 77 | 97 | 74 | 42 | 76 | 74 | 75
Cc1cccc(N2CCN(C(C)(C)C#N)CC2)c1 | 110 | · | 108 | 99 | 109 | 93 | 105 | 109 | 104
Cc1cc(Cl)ccc1NC(=O)CCl | 94 | 78 | 97 | 105 | 101 | 87 | 94 | · | 85
NS(=O)(=O)c1cccc(N2C(=O)c3nccnc3C2=O)c1 | 101 | 95 | 98 | 105 | 97 | 95 | 95 | 100 | 100
Clc1ccc(/C=N/N=C/c2ccc(Cl)cc2Cl)c(Cl)c1 | 115 | 103 | 96 | 108 | 100 | 92 | 99 | 101 | 107

Reprinted at random: 7 entries already listed, in no set order.
SMILES | SW-620 | SNB-75 | HT29 | SNB-19 | KM12 | HCT-116 | HCC-2998 | SF-268 | HCT-15
Cc1cc(Cl)ccc1NC(=O)CCl | 94 | 78 | 97 | 105 | 101 | 87 | 94 | · | 85
CC(C)Cc1ccc(CC(=O)O)cc1 | 114 | 116 | 104 | 106 | 111 | 111 | 113 | 111 | 107
Cc1cccc(N2CCN(C(C)(C)C#N)CC2)c1 | 110 | · | 108 | 99 | 109 | 93 | 105 | 109 | 104
O=C(Nc1cnns1)Oc1ccccc1 | 104 | 95 | 101 | 127 | 104 | 100 | 109 | 100 | 96
CN(C)c1ccc(/C=N/NC(=O)c2cccc3ccccc23)c(Cl)c1 | 24 | 20 | 13 | 53 | 23 | 31 | 61 | 59 | 28
O=C(OC1CCC2CCCC1C2=O)c1ccc([N+](=O)[O-])cc1 (stereo not drawn) | 102 | 98 | 100 | 100 | 104 | 104 | 118 | 103 | 103
CN(C)C(=O)c1ccccc1-n1cnc2ccccc2c1=O | 102 | · | 103 | 95 | 101 | 100 | 100 | 95 | 97

The results go on.
SMILES | SW-620 | SNB-75 | HT29 | SNB-19 | KM12 | HCT-116 | HCC-2998 | SF-268 | HCT-15
O=C(CSC1CCc2ccccc21)N/N=C/c1ccco1 (stereo not drawn) | 97 | 69 | 112 | 96 | 117 | 94 | 104 | 119 | 103
COc1cc(/C=C/C(=O)NO)ccc1OCCOc1ccc2c(C)cc(=O)oc2c1 | 106 | 110 | 109 | 92 | · | 98 | 111 | 96 | 94
COC(=O)c1nc(=S)[nH]c(C(=O)OC)c1C(=O)c1ccc(N2CCN(c3ccc(C(=O)c4c(C(=O)OC)nc(=S)[nH]c4C(=O)OC)cc3)CC2)cc1 | 110 | 106 | 111 | 102 | 112 | 104 | 122 | 113 | 108
CN(CCN(C)Cc1occc(=O)c1O)Cc1occc(=O)c1O | 106 | 86 | 110 | 105 | 95 | 110 | 102 | 94 | 96
Cc1cc(C)c(NC(=O)c2sc3nc4c(cc3c2N)C(=O)CCC4)c(C)c1 | 16 | 0.0* | 0.5* | 40 | 27 | 23 | 31 | 39 | 32
C=C(C)[C@@H]1CC[C@]2(C(=O)N3CCN(C)CC3)CC[C@]3(C)[C@H](CC[C@@H]4[C@@]5(C)C/C(=C/c6ccncc6)[C@H](O)C(C)(C)[C@@H]5CC[C@]43C)[C@@H]12 | -55*[100 µM] | 4.8*[100 µM] | -66*[100 µM] | 14[100 µM] | -80*[100 µM] | -79*[100 µM] | -81*[100 µM] | 4.1*[100 µM] | -29*[100 µM]
NC1=N/C(=C2/CCNC(=O)c3[nH]ccc32)C(=O)N1 | 109 | · | 121 | · | 104 | 77 | 105 | 100 | ·
CC(=O)Cc1ccc(-c2ccccc2)cc1 | 108 | 99 | 111 | 101 | 101 | 103 | 101 | 98 | 103
O=[N+]([O-])c1ccc(/C=N/c2nn[nH]n2)cc1 (tested in a mixture with another compound) | 104 | 92 | 110 | 111 | 107 | 103 | 98 | 111 | 102
CC1(C)COC1(c1ccccc1)c1cccnc1 (stereo not drawn) | 92 | 103 | 108 | 108 | 109 | 101 | 106 | 105 | 100
Cc1nc(=S)[nH][nH]1 | 113 | 113 | 90 | 103 | 101 | 96 | 95 | 99 | 97
O=C(O)CCCC1CCCCC1 | 111 | 108 | 105 | 105 | 102 | 98 | 104 | 97 | 105
CCOC(=O)C(NC=O)C(=O)OCC | 104 | 111 | 91 | 111 | 114 | 98 | 97 | 106 | 102
CCCCNC(=O)Oc1ccc(/C(=C(/C)Cc2ccc(OC)cc2)c2ccc(OCCN(C)C)cc2)cc1 | 87 | 73 | 25 | 87 | 85 | 78 | 82 | 85 | 63
C=CCOP(=O)(OCC=C)C(=C)C | 108 | 91 | · | 100 | 113 | 105 | 112 | 108 | 98
Cc1nc2ccccc2n1C(=O)CN=C1CC(=O)NN1 | 96 | 81 | 106 | 93 | 102 | 96 | 105 | 96 | 100
Cc1ccc(-c2nnc(SCc3ccc(O)c4ncccc34)n2-c2ccccc2)cc1 | 13 | -5.3* | 36 | 9.1* | 2.4* | 6.1* | 22 | 15 | 6.1*
COc1ccc(/C=C2\NC(=S)NC2=O)cc1 | 105 | 106 | 110 | 109 | 101 | 99 | 117 | 106 | 93
COc1ccc(-c2cc(-c3ccccc3)nc(NCCNc3ccnc4cc(Cl)ccc34)n2)cc1 | -68* | -68* | -49* | -84* | -73* | -74* | -81* | -40* | -81*
O=C(Nc1ccncc1)C(=O)c1cn(S(=O)(=O)c2cc(Cl)cc(Cl)c2)c2ccccc12 | 65 | 60 | 42 | 82 | 55 | 51 | 66 | 94 | 70
C=C1C(=O)O[C@H]2[C@H]1CC/C(C=Nc1ccc(OC)c(C(N)=O)c1O)=C\CC[C@@]1(C)O[C@@H]21 | 34 | 98 | 67 | 92 | 96 | 57 | 104 | 93 | 54
COc1ccc2nc(Cl)c(/C=C/C(=O)c3ccc(NC(=O)CSc4nnc(-c5ccc(Cl)c(Cl)c5)n4-c4ccccc4)cc3)cc2c1 | 92 | 84 | 90 | 91 | 98 | 69 | 105 | 89 | 105
COC(=O)c1cc(Br)cc(Br)c1N | 101 | 92 | 107 | 98 | 92 | 103 | 104 | 97 | 92
Cc1cc(NC(=O)c2cnc(N3CCN(CCOCCOCCOCCOCCC(=O)N[C@H](C(=O)N4C[C@H](O)C[C@H]4C(=O)N[C@@H](C)c4ccc(-c5scnc5C)cc4)C(C)(C)C)CC3)cn2)c2ncccc2c1 | -40* | 6.7* | 5.7* | 28 | -65* | -60* | -81* | 8.1* | 60
CCCc1cccc(C)c1O | 101 | 73 | 100 | 101 | 100 | 99 | 101 | 104 | 107
CCOC(=O)c1sc2ncc(-c3ccc(Br)cc3)n2c1C | 91 | 83 | 90 | 91 | 88 | 95 | 96 | 106 | 90
O=C1OC2(c3ccccc31)c1ccccc1-c1ccccc12 | 78 | 61 | 75 | 83 | 52 | 54 | 88 | 87 | 71
Nc1ccccc1-c1cc2c(c3c1[nH]c1ccccc13)CCCCCCCCCC2 | 95 | 103 | 85 | 111 | 90 | 87 | 91 | 97 | 94
CC12CC[C@@H]3[C@]4(C)COC(c5cn[nH]c5-c5ccc(F)cc5)O[C@@H]4CC[C@@]3(C)[C@@H]1CC(C1=CCOC1=O)O2 (stereo partly drawn) | 99 | · | 85 | 93 | 84 | 71 | 92 | 87 | 80
Nc1cc(SCc2ccccc2)nc(N)n1 | 103 | 79 | 90 | 96 | 99 | 109 | 109 | 96 | 106
Cc1cccc2cc(-c3cc(-c4ccccc4)nc(=S)[nH]3)c(Cl)nc12 | 92 | 103 | 86 | 82 | 91 | 83 | 93 | 112 | 53
Nc1nnc(-c2ccccn2)c(-c2c[nH]c3ccccc23)n1 | 93 | 68 | 105 | 94 | 102 | 97 | 102 | 101 | 96
O=C(NCCNc1cc(-c2cn(-c3ccccc3)nc2-c2cccc(O)c2)ccn1)Nc1ccccc1 | 84 | 66 | 27 | 82 | 89 | 53 | 93 | 81 | 63
COc1cc(/C=N/Nc2ccc(C)cc2)cc(OC)c1OC | 103 | 93 | 101 | 105 | 102 | 107 | 104 | 101 | 103
O=c1c2ccccc2nnn1Cc1ccco1 | 112 | 96 | 106 | 109 | 109 | 97 | 113 | 110 | 102
C/C(=C\COc1c2c(cc3c1CCO3)OC1(C=C2)OC(CC/C(C)=C/COc2c3ccoc3cc3oc(=O)ccc23)C(C)(C)O1)CCC(O)C(C)(C)O (stereo not drawn) | 97 | 92 | 77 | 102 | 78 | 59 | 113 | 115 | 72
COc1ccc(/C=C/C(=O)c2nnn(-c3ccc(Br)cc3)c2C)cc1OC | 52 | 82 | 62 | 79 | 67 | 5.4* | 84 | 89 | 61
CCOC(=O)C(C#N)(CC)C(C)CC (stereo not drawn) | 112 | 94 | 112 | 113 | 111 | 113 | 112 | 114 | 107
CCOC(=O)C(NC(=O)NC)C(=O)OCC | 115 | 97 | 103 | 96 | 109 | 102 | 105 | 113 | 99
CNCCCC1c2ccccc2C=Cc2ccccc21 | 92 | 55 | 70 | 98 | 104 | 84 | 93 | 83 | 85
Cc1nn(-c2ccc(Cl)cc2)c(=O)n1CCOc1ccccc1Cl | 103 | 71 | 96 | 115 | 101 | 74 | 106 | 106 | 110
COc1ccc(/C=C2/Sc3c(F)cccc3C2=O)cc1 | 79 | 75 | 97 | 84 | 84 | 90 | 103 | 84 | 74
COc1ccc(/C(=C\c2cc(OC)c(OC)c(OC)c2)C(=O)Nc2nc3ccc(N)cc3s2)cc1OC | 107 | 103 | 96 | 108 | 104 | 88 | 104 | 95 | 107
NC(N)=NC(N)=Nc1ccc(O)cc1 | 121 | 73 | 102 | 108 | 100 | 102 | 115 | 118 | 97
Cc1ccc(C(=O)Nc2ccc3c(c2)/C(=C/c2ccc(C)s2)C(=O)N3C)cc1 | 83 | · | 104 | 97 | 93 | 87 | 120 | 100 | 71
COc1cccc(-c2nc3sccn3c2-c2ccnc(NCCCNS(=O)(=O)c3ccccc3)c2)c1 | 59 | · | 42 | 69 | 29 | 12 | 67 | 50 | 28
CCN1C(=O)N(CC)C2NC(N/N=C/c3ccccc3)=NC21 (stereo not drawn) | 87 | 81 | 106 | 92 | 96 | 102 | 99 | 94 | 100
COc1ccc(-c2cc(C(=O)N3N=C(c4ccc(N)cc4)CC3c3ccc(Cl)cc3)c3ccccc3n2)cc1 (stereo not drawn) | 29 | 5.8* | -12* | 48 | 21 | 16 | 22 | 35 | 21
CCCCCCCCCCOC(=O)c1nn(C(C)=O)c2cc3c(cc12)OCO3 | 103 | 109 | 90 | 103 | 99 | 86 | 104 | 95 | 108
O=CNC1C(O)OC(CO)C(O)C1O (stereo not drawn) | 108 | 108 | 108 | 107 | 104 | 116 | 111 | 107 | 102
CC(C)C[C@@H](C=O)NC(=O)[C@H](Cc1ccccc1)NC(=O)c1cnccn1 | 110 | · | 106 | 103 | 109 | 101 | 103 | 113 | 106
COc1cc(-c2nc3ccccc3s2)ccc1OCc1nc2n(n1)S(=O)(=O)c1ccccc1N2C | 92 | 41 | 100 | 91 | 84 | 66 | 109 | 94 | 91
CCCCCN1C=C/C(=C\C(=O)N(C)c2ccc(OC(F)(F)F)cc2)c2ccccc21 | 98 | 104 | 81 | 97 | 102 | 74 | 106 | 100 | 100
COc1cccc(Br)c1OC | 96 | 92 | 105 | 93 | 104 | 100 | 105 | 99 | 101
O=[N+]([O-])c1cccc(-c2nnc(CSc3nnc(-c4ccccc4)o3)o2)c1 | 102 | 96 | 104 | 97 | 100 | 102 | 124 | 97 | 98

Screening data as filed in PubChem BioAssay.

Outcome played no part in choosing rows; overall some 11% were active at least once.
